SSB-PriA inh – K. pneumoniae PriA-SSBct interaction inhibition. AID 1272365. inhibition, % at 33 µM. AlphaScreen SSBct-PriA binding, biotinylated peptide. actives 0.6% (n = 430,000); in the data active = inhibition mostly above about 37%, no sharp cut-off; inactive = mostly below about 20%;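 also: plate controls were negative control peptide for no effect and reference peptide for full effect; strong numbers were not always called active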
BH1578 lux ind – inducers of Vibrio cholerae quorum light production without autoinducers | V. cholerae BH1578 lux reporter, luminescence, 6 h | activation, % at 18.7 µM | actives 0.16% (n = 350,000) | AID 588436; in the data active = activation mostly above about 9.7%, no sharp cut-off; inconclusive = no clear call, values can overlap the other calls; inactive = mostly below about 3.7%; also: not every result past the cut was called active; inactives centre near 0; reference of the scale not given here
BoNT A protease – blocks Botulinum neurotoxin A light chain protease; AID 588499; multiplex microsphere protease substrate cleavage, flow cytometry; inhibition, % at 10 µM; actives 0.17% (n = 360,000); also: plate controls were buffer without enzyme for full effect and enzyme alone for no effect
Yp Topo-I inh – Y. pestis Topo-I inhibition via cleavage products; Y. pestis Topo-I cleavage product accumulation, plate reader; activity, % at 10 µM; actives 0.064% (n = 360,000); in the data active = activity above about 50%, passing the limit was not always enough; inconclusive = no clear call, values can overlap the other calls; also: inactives centre near 2
TcdB GH inh – TcdB glycohydrolase inhibition. actives 0.24% (n = 350,000). inhibition, % at 9.99 µM. P18177. TcdB glycohydrolase enzymatic assay, plate reader. AID 652162; in the data active = inhibition above about 10%
PrPC surface inh – inhibitors of human cell surface prion protein PrPC; TR-FRET read-out; inhibition, % at 13.8 µM; actives 0.43% (n = 370,000); in the data active = inhibition above about 24%; also: 0% = median of the test wells and 100% = reference compound wells
Anthrax LF inh2 – inhibitors of Bacillus anthracis lethal factor protease; actives 0.12% (n = 360,000); inhibition, % at 10 µM; multiplex microsphere protease cleavage assay, LF; P15917; also: plate controls were buffer without enzyme for full effect and enzyme alone for no effect
Target sequence (P15917 whole entry, looked up): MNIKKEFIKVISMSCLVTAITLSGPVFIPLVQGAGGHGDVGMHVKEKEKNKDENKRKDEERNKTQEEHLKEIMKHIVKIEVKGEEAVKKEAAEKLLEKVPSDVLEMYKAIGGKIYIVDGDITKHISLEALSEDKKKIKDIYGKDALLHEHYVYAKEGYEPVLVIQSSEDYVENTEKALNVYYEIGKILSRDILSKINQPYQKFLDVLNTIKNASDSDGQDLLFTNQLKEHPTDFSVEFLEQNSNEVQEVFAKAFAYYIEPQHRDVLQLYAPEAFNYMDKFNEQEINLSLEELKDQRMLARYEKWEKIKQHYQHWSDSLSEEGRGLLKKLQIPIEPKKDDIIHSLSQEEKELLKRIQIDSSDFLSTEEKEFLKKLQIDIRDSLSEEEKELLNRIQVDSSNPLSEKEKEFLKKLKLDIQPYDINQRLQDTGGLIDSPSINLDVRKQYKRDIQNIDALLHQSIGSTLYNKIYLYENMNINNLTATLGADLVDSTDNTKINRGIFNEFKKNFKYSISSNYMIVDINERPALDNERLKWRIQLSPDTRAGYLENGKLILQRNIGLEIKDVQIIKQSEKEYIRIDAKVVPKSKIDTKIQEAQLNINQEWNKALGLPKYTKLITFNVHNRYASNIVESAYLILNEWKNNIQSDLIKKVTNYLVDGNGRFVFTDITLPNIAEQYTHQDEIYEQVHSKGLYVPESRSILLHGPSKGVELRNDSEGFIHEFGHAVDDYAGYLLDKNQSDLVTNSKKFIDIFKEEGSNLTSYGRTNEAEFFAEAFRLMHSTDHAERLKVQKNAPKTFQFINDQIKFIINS
PfHsp40 rescue – restores yeast growth despite PfHsp40 toxicity | S. cerevisiae expressing PfHsp40, growth rescue, ATP luminescence | growth rescue, % at 12.5 µM | actives 0.68% (n = 340,000) | AID 504582; in the data active = growth rescue above about 28%, passing the limit was not always enough; inconclusive = no clear call, values can overlap the other calls;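 also: yeast W303a lacking pdr1 and pdr3 grown in galactose medium; growth measured after three days at 30 °C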
SARS 3CLpro inh – SARS-CoV 3CLpro protease inhibition; inhibition, % at 6 µM; AID 1706; actives 0.14% (n = 290,000); recombinant SARS-CoV 3CLpro, quenched FRET peptide cleavage; in the data active = inhibition above about 12%
An asterisk follows results filed as active; i = inactive; u = inconclusive; x = not tested or not shown; & = joins results of further samples. Rule as the data show it, unless noted: active = inhibition above about 30%; inconclusive = no clear call, values can overlap the other calls; inactive = below that.

smiles | SARS 3CLpro inh | TcdB GH inh | BH1578 lux ind | PfHsp40 rescue | Yp Topo-I inh | SSB-PriA inh | Anthrax LF inh2 | PrPC surface inh | BoNT A protease
CCCN(CC(=O)Nc1ccccc1C)C(=O)CSc1ccccc1C | x | 0.8 | i | -0.7 | 18.7 | -13.2 | -2.6 | 4.5 | 2.5
CC(C)N1CC(C(=O)Nc2ccc(Cl)c(Cl)c2)CC1=O (stereo unspecified) | -2.9 | 2.2 | -0.7 | -1.7 | 0.0 | -9.6 | 29.2 | -6.9 | 0.1
COc1ccc(C(CNC(=O)Cc2ccc(Cl)c(Cl)c2)N(C)C)cc1 (stereo unspecified) | 2.9 | 1.1 | -0.3 | 0.3 | 5.6 | -27.3 | -1.4 | -3.3 | -0.1
CN(C(=O)c1cccc(NC(=O)Cc2ccc(NC(=O)C3CCCN(C(=O)C4CCCCC4)C3)cc2)c1)C1CC1 (stereo unspecified) | x | 0.3 | i | 1.7 | 25.5 | -5.8 | -3.9 | 2.0 | 0.2
CCCCCC(=O)N1C[C@H](n2cc(COC(=O)c3ccccc3)nn2)[C@@H](O)C[C@@H]1c1ccccc1 | x | 1.4 | i | x | 38.3 | x | 0.4 | 0.5 | -0.2
Cc1ccc(S(=O)(=O)CC(=O)c2ccc(C)c([N+](=O)[O-])c2)cc1 | -0.7 | -0.2 | x | -0.2 | 2.3 | -2.0 | -3.1 | -3.7 | 0.7
CCOC(=O)C1[C@H]2C(=O)N(CCCOC)C[C@]23C=C[C@H]1O3 (stereo partly specified) | 0.3 | x | -1.0 | 0.8 | -1.3 | 3.1 | -1.6 | 0.5 | 0.1
CC(=O)OC(C(=O)NC1CCCCC1)c1ccccc1Cl (stereo unspecified) | 3.6 | 0.1 | -0.3 | -2.1 | 3.9 | -9.3 | -3.3 | -9.9 | -0.6
O=Cc1cn(Cc2ccc(F)cc2)c2ccccc12 | 7.5 | 1.9 | 4.2 | 2.2 | 8.3 | -20.4 | -0.9 | 14.1 | 0.2
CCN(CC)C(=O)Oc1nnc(SC(C)C)n1-c1ccc(Cl)c(Cl)c1 | 1.0 | 0.3 | -0.8 | -0.3 | -9.3 | -3.2 | -14.5 | 5.5 | 0.6
CN(Cc1cccnc1)C(=O)c1ccc(Cl)c(NS(=O)(=O)c2ccc(F)cc2)c1 | x | 0.7 | i | -0.7 | 5.6 | -7.3 | 5.2 | -0.1 | -13.6
CCCCN(C(=O)c1ccccc1F)c1c(N)n(CCC)c(=O)[nH]c1=O | -2.2 | -0.1 | -0.3 | -0.4 | 0.7 | 0.4 | -1.1 | -2.4 | -0.8
COc1cc(C(=O)O)cc(Br)c1OC1CCCC1 | -2.7 | x | i | -2.1 | -4.7 | 2.4 | 2.9 | -5.4 | 1.1
O=C(NC1CCCC1)C1CCN(C(=O)c2cccc(Cl)c2)CC1 | 2.0 | 1.1 | -0.1 | 0.4 | 12.5 | -6.7 | -2.6 | -9.4 | -3.7
CCn1cc(C(=O)NCc2ccco2)c(=O)c2cc(S(=O)(=O)N3CCC(C)CC3)ccc21 | 0.3 | x | -0.2 | 0.2 | 36.8 | -11.0 | -11.2 | 0.8 | 1.6
O=C(CN1C2CCC1CC(NC(=O)C1CC1)C2)NCc1ccccc1 (stereo unspecified) | -0.1 | x | i | -1.0 | 4.1 | -20.3 | -10.5 | -0.5 | -0.2
Cc1ccc(NC(=O)Cn2ccsc2=N)cc1S(=O)(=O)N(C)C | -0.1 | 2.2 | -1.6 | -0.2 | -9.3 | -2.5 | -1.0 | 3.6 | -0.6
CCOc1ccc(N2C(=O)C(CC(=O)Nc3ccc(F)cc3)N(Cc3ccccn3)C2=S)cc1 (stereo unspecified) | 4.8 | 0.7 | -0.5 | -0.2 | 0.7 | -6.4 | x | -12.1 | x
CCOC(=O)C1(CCOC)CCN(CC(C)Cc2ccc3c(c2)OCO3)CC1 (stereo unspecified) | -1.6 | 0.6 | -0.3 | -0.2 | 19.6 | -6.4 | 0.3 | -4.4 | -2.3
CC1=CC(=O)c2ccccc2C1=O | -4.2 | 0.6&0.2 | 0.4 | -1.3&-0.5 | 0.5&3.6 | -2.4 | -6.8&-4.4 | -2.4&-4.7 | -0.5&0.5
O=C(c1ccc(S(=O)(=O)N2CCOCC2)cc1)N1CCN=C1SCc1cccnc1 | -2.4 | x | -0.9 | -1.7 | 8.8 | -3.9 | -5.2 | -0.1 | -1.8
O=C(COC(=O)CCc1c[nH]c2ccccc12)NCc1ccc(Cl)cc1 | 2.3 | 1.7 | -1.0 | 0.2 | 9.5 | 0.0 | -6.3 | -5.1 | -2.0
COc1ccc(C(=O)Nc2ccc(N3CCCC3)cc2)cc1 | -3.7 | x | -0.6 | -0.3 | -9.3 | 19.0 | -22.6 | -3.5 | 0.0
Cc1cc(NC(=O)Cn2cnc3sc(C)c(C)c3c2=O)no1 | x | 0.7 | -0.3 | x | 3.1 | -16.0 | -9.3 | -2.8 | -0.3
O=C(CSc1nnc(COc2ccc(Cl)cc2Cl)o1)Nc1ccccn1 | -0.4 | 1.2 | -0.1 | -1.7 | 2.0 | -7.9 | 1.9 | -1.6 | -1.0
CCc1c(C)nc2ncnn2c1N1CCC(C(=O)NCc2cccc(OC)c2)CC1 | -1.5 | x | -0.2 | -2.2 | 24.5 | 1.4 | -1.2 | 0.8 | 0.2
CCc1nc2oc3cc(OC)ccc3c(=O)c2c(=O)n1Cc1ccccc1 | 8.7 | -0.8 | -0.9 | 1.2 | 4.8 | -1.9 | -1.3 | x | u
C=CCn1c(N)c(C(=O)N2CCN(C)CC2)sc1=S | 2.0 | 1.3 | -0.6 | 0.3 | -5.0 | -18.7 | -7.2 | -7.4 | 1.5
N#CC1(NC(=O)COC(=O)Cc2c[nH]c3ccccc23)CCCCC1 | x | 1.3 | 3.0 | x | -1.6 | x | -7.1 | 2.0 | -0.3
CCCCc1n[nH]c(=S)n1Cc1ccc(Cl)cc1 | 1.4 | 0.7 | i | 0.3 | 0.9 | -11.0 | -1.2 | 7.6 | 0.3
N#Cc1ccccc1OCC(=O)NCC(c1cccs1)N1CCOCC1 (stereo unspecified) | -0.5 | 1.6 | -1.0 | 0.1 | -5.0 | -11.9 | 4.1 | 2.5 | 7.8
O=C(NC(Cc1c[nH]c2ccccc12)C(=O)N/N=C/c1ccc(Cl)cc1)c1cccs1 (stereo unspecified) | -0.3 | 0.5 | -0.6 | -1.0 | -8.4 | x | -7.1 | 2.5 | -1.1
C/C(=N\Nc1nc(N2CCOCC2)nc(N2CCOCC2)n1)c1cccc([N+](=O)[O-])c1 | 3.1 | 0.7 | i | -0.1 | 10.8 | x | -1.4 | -10.2 | 0.6
O=C(c1cccnc1)N1CCN(c2ccc(Cl)cc2)CC1 | 7.6 | x | -0.2 | 0.6 | -11.0 | -4.0 | 1.4 | 0.5 | 2.8
C=CCN(c1ccccc1)S(=O)(=O)c1cccc(C(=O)NCC(c2ccc(F)cc2)N2CCOCC2)c1 (stereo unspecified) | x | 0.2 | -0.9 | -1.7 | -0.1 | -6.2 | 10.1 | -4.5 | u
CN(CC(=O)NCC1CCCO1)S(=O)(=O)c1ccc(Br)cc1 (stereo unspecified) | -3.0 | 1.7 | -0.1 | -0.4 | 0.7 | 0.7 | -2.3 | 5.3 | -4.7
COc1ccnc(N=CNOCc2ccc(F)cc2Cl)c1C#N | 2.0 | x | 2.8 | -0.8 | -2.3 | -6.5 | 1.1 | -0.6 | 0.3
CC(=O)Nc1ccc(NC(=O)c2c(C)nc3ccccn23)cc1 | -7.3 | x | i | -0.4 | -0.5 | -9.9 | -5.5 | -4.8 | 0.5
C[C@H](NC(=O)c1nc[nH]c1C(=O)NCCCCCN)C(=O)OC(C)(C)C | x | 2.6 | -1.5 | 0.3 | -5.6 | -9.4 | -3.0 | -1.2 | -0.3
Cc1ccc(C)c(NC(=O)COC(=O)c2cccc(S(=O)(=O)N3CCCC3)c2)c1 | x | 0.9 | i | x | 11.2 | x | 4.5 | 3.9 | -0.8
CC(=O)Nc1ccc(NC(=O)/C=C/c2cccc(C(F)(F)F)c2)cc1 | -2.5 | 3.4 | i | 2.6 | 4.2 | -10.2 | -0.8 | 3.9 | -0.4
CC1(C)CC(=O)C2=C(C1)N(CC1CCCO1)C(=O)C2(NC(=O)c1cccnc1)C(F)(F)F (stereo unspecified) | 1.2 | 1.8 | i | 0.6 | 9.9 | -4.9 | 0.1 | -1.7 | -2.6
COCCNCc1ccccc1[N+](=O)[O-] | x | 0.5 | -0.2 | -1.8 | -0.9 | 7.6 | -7.1 | -7.5 | -0.3
COc1ccccc1/C=C/c1nc(S(=O)(=O)c2ccccc2)c(N2CCC(C(N)=O)CC2)o1 | 2.6 | 0.3 | i | 0.6 | 18.7 | -13.0 | -1.9 | 1.0 | 0.0
CCOC(=O)C(NC(C)=O)(OCc1ccc(F)cc1)C(F)(F)F (stereo unspecified) | 4.3 | x | i | -1.3 | -4.4 | -2.5 | -3.1 | -6.5 | -1.2
C=CCn1c(=O)c2c3c(sc2n2c(Nc4ccccc4)nnc12)CCCC3 | -2.4 | x | 0.4 | 0.7 | 7.2 | 4.0&-6.3 | x | 11.9 | x
O=C(COc1ccc2c3c(c(=O)oc2c1)CCC3)NCCCN1CCOCC1 | 2.1 | 0.4 | -2.9 | -0.7 | 0.6 | 2.2 | -3.0 | 0.9 | -1.2
O=C1NC[C@@H](CCCCN2CCN(CCc3ccccc3)C(=O)C2=O)N(CCC2CCCCC2)C1=O | x | -3.9 | x | x | x | x | -2.0 | 9.7 | 0.8
CCCc1c(C(=O)N/N=C/c2cccnc2)nnn1-c1nonc1N | -1.9 | 0.2 | -0.2 | -0.3 | 2.9 | x | -1.7 | -4.4 | -1.4
Nc1cccnc1Oc1ccc(F)cc1 | 7.9 | -0.3 | i | -0.5 | -0.3 | -5.1 | 1.9 | 7.1 | u
C=C(C)COc1ccc(-c2[nH]ncc2-c2ccccc2OC)c(O)c1 | 5.8 | x | -0.2 | -0.5 | -4.6 | 5.0&-5.3 | -12.2 | -0.3 | -3.1
Cc1nc(-c2ccc(S(=O)(=O)NCc3cccnc3)s2)cs1 | -1.0 | 1.2 | i | 0.0 | -4.4 | -2.2 | 1.6 | 9.1 | -0.6
CC(=O)NC(c1ccc(F)c(F)c1)c1nc(-c2ccccc2C)cs1 (stereo unspecified) | x | 1.7 | -0.5 | x | 8.6 | x | -2.5 | 7.9 | 0.0

Record cards, as listed above. Screens in order: SARS 3CLpro inh	TcdB GH inh	BH1578 lux ind	PfHsp40 rescue	Yp Topo-I inh	SSB-PriA inh	Anthrax LF inh2	PrPC surface inh	BoNT A protease
CC(=O)NC(c1ccc(F)c(F)c1)c1nc(-c2ccccc2C)cs1 (stereo unspecified) reads x	1.7	-0.5	x	8.6	x	-2.5	7.9	0.0
O=C(c1cccnc1)N1CCN(c2ccc(Cl)cc2)CC1 reads 7.6	x	-0.2	0.6	-11.0	-4.0	1.4	0.5	2.8

Structures listed so far that have two or more sulfur atoms (4):
smiles | SARS 3CLpro inh | TcdB GH inh | BH1578 lux ind | PfHsp40 rescue | Yp Topo-I inh | SSB-PriA inh | Anthrax LF inh2 | PrPC surface inh | BoNT A protease
Cc1ccc(NC(=O)Cn2ccsc2=N)cc1S(=O)(=O)N(C)C | -0.1 | 2.2 | -1.6 | -0.2 | -9.3 | -2.5 | -1.0 | 3.6 | -0.6
O=C(c1ccc(S(=O)(=O)N2CCOCC2)cc1)N1CCN=C1SCc1cccnc1 | -2.4 | x | -0.9 | -1.7 | 8.8 | -3.9 | -5.2 | -0.1 | -1.8
C=CCn1c(N)c(C(=O)N2CCN(C)CC2)sc1=S | 2.0 | 1.3 | -0.6 | 0.3 | -5.0 | -18.7 | -7.2 | -7.4 | 1.5
Cc1nc(-c2ccc(S(=O)(=O)NCc3cccnc3)s2)cs1 | -1.0 | 1.2 | i | 0.0 | -4.4 | -2.2 | 1.6 | 9.1 | -0.6

Assay outcomes from PubChem.

Not all compounds are listed, so the mix of outcomes need not match the whole.
